High-throughput results: PubChem, National Center for Advancing Translational Sciences (NCATS)
CXXC DNA block – qHTS Fluorescence Polarization Assay for Inhibitors of MLL CXXC domain - DNA interaction; Histone-lysine N-methyltransferase 2A (Homo sapiens), Q03164; MLL-CXXC / FITC-HOXA9 DNA fluorescence polarization; Potency, µM (doses to about 115 µM), inactives show top-dose activity change, negative = inhibition, usual class: inhibitors; 290,000 compounds, 0.037% hits; active = well fitted inhibition curve with a large enough effect in the polarisation, with a control signal flat, not every such curve was filed as active; inconclusive = small, poorly fitted or top-dose-only effect, or effect the other way, or a change in a side signal; inactive = no such curve, though single readings can be large or run the other way; the % refers to the polarisation
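Steps: dispense CXXC domain solution (7 uM) → pin compounds or unlabeled HOX-A9 DNA control → 5 min ambient → add FLSN-HOX-A9 solution (50 nM) → spin → 30 min ambient → fluorescence polarization. Tris pH 7.5/NaCl/DTT/BSA buffer.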
Rab9 promoter act – qHTS Assay for Rab9 Promoter Activators; Huh7 Rab9 promoter-luciferase reporter, luminescence, 24 h; Potency, µM (series often up to 9.22 µM), without a hit: top-dose activation, negative = inhibition, most hits filed as activators; 320,000 compounds, 2.8% hits; also: % of control where 0% means no effect; nearly all actives have a fitted effect of over 60% in size
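Quantitative HTS format; Huh7 Rab9-luciferase reporter cells (1500/well) receive compound 2 h post-plating, incubate 24 h at 37 °C, then get luciferase reagent for 10 min before luminescence reading.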
FLuc modulator – qHTS profiling assay for firefly luciferase inhibitor/activator using purifed enzyme and Km concentrations of substrates (counterscreen for miR-21 project) | AID 588342, 2011 | 360,000 compounds, 6.9% hits | purified FLuc, Km substrates, luminescence inhibition | Luciferin 4-monooxygenase (Photinus pyralis), P08659 | Potency, µM (top dose mostly 57.5 µM), inactives show at the highest dose activity change, negative = inhibition, usual class: inhibitors;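 also: plate controls were vehicle for no effect and reference inhibitor for full effect; nearly all actives have a fitted effect of over 55% in size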
Target sequence (P08659 whole entry, looked up): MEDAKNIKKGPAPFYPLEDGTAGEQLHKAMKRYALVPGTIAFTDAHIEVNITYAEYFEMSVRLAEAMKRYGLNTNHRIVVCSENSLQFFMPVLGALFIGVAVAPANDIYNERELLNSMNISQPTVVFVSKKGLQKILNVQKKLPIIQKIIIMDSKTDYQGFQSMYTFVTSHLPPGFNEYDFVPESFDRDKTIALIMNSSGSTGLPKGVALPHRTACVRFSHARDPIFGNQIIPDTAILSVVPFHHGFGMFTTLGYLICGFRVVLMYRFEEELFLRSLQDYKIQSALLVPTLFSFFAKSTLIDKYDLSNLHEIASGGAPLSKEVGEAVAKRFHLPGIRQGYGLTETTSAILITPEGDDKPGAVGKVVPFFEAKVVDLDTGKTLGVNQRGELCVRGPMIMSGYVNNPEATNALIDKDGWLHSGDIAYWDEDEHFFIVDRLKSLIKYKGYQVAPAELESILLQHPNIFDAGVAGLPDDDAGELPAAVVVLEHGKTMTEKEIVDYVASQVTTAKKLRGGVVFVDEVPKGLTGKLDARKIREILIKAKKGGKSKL
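Purified P. pyralis luciferase, 10 nM final, with Km-level 10 uM D-luciferin and 10 uM ATP in 50 mM Tris acetate pH 7.5, 10 mM Mg acetate, 0.01% Tween-20, 0.05% BSA; 6-point qHTS titration about 60 µM downward; luminescence read.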
VP16 counter – VP16 counterscreen qHTS for inhibitors of ROR gamma transcriptional activity. Drosophila S2 Gal4-VP16 UAS-luciferase, luminescence, 20 h. Potency, µM (highest dose often 53.6 µM), for the others: at the top dose activity, negative = inhibition, most hits filed as inhibitors. 310,000 compounds, 3.5% hits. AID 2546, 2010;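 also: Gal4-VP16 expression switched on by copper sulfate through the metallothionein promoter; % is scaled to controls: 0 for no effect and ±100 for the full control effect; nearly all actives have a fitted effect of over 50% in size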
ELG1 genotoxic – qHTS screen for small molecules that induce genotoxicity in human embryonic kidney (HEK293T) cells expressing luciferase-tagged ELG1; HEK293T ELG1-luciferase reporter, luminescence, 16 h; Potency, µM (doses to about 46 µM), without a hit: at the highest dose activity change, positive = activation, most hits filed as activators; 330,000 compounds, 1.3% hits; also: % of control where 0% means no effect; nearly all actives have a fitted effect of over 60% in size
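HEK293T cells expressing luciferase-tagged ELG1 were treated with compound or DMSO for 16 hr at 37°C. Luciferase activity was then read after 30 min with ONE-Glo at room temperature; rising signal flags genetic stress.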
RORg inh – qHTS for inhibitors of ROR gamma transcriptional activity; Nuclear receptor ROR-gamma (Mus musculus), P51450; Potency, µM (series often up to 53.6 µM), inactives show at the highest dose activity change, negative = inhibition, actives largely listed as inhibitors; Drosophila S2 Gal4-RORgamma UAS-luciferase reporter, 20 h; 310,000 compounds, 5.4% hits; also: % is scaled to controls: 0 for no effect and ±100 for the full control effect; nearly all actives have a fitted effect of over 60% in size
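Stably transfected Drosophila Schneider cells are the test system, with ROR gamma fused to Gal4 and luciferase under UAS control; luminescence is read after 20 hr of 700 uM copper sulfate induction at ambient temperature.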
NPC1 prom act – qHTS Assay for NPC1 Promoter Activators | Huh7 NPC1 promoter luciferase reporter, 24 h | 320,000 compounds, 2.4% hits | AID 485313, 2010 | Potency, µM (highest dose often 9.22 µM), inactives show at the top dose activation, hits mostly activators;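 also: % of control where 0% means no effect; nearly all actives have a fitted effect of over 60% in size; reporter is driven by a mutant NPC1 promoter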
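NPC1 promoter–luciferase Huh7 cells; 24 h compound; luminescence.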
p53 reactivation – qHTS assay for re-activators of p53 using a Luc reporter | Potency, µM (titrated, usually from 92.2 µM), inactives show at the highest dose activity change, positive = activation, hits mostly activators | H1299 p53-A138V BP100-luciferase reporter, luminescence, 24 h | 320,000 compounds, 0.063% hits; also: % of control where 0% means no effect; nearly all actives have a fitted effect of over 45% in size
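H1299 (p53-null), stable ts p53-A138V + BP100-Luc; 1000 cells/well, Opti-MEM/10% FBS; cpd 4 pt, 1:5; 24 h, 37 deg C, 5% CO2; detection reagent 10 min RT; luminescence.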
BRCA1 expr up – qHTS Assay to Identify Small Molecule Activators of BRCA1 Expression; MCF7-BRCA1-FFLuc reporter, luminescence, 48 h; response scale: scaled: vehicle 0%, 10 µM genistein 100%; Potency, µM (series often up to 46.1 µM), inactives show at the top dose activation, usual class: activators; 380,000 compounds, 1.1% hits; AID 624202, 2012; also: nearly all actives have a fitted effect of over 80% in size; some results filed as inactive show a strong effect at the top dose
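Reporter cells (MCF7, BRCA1 promoter-firefly luciferase) received library compounds across a concentration series for 48 h. End-point luminescence was measured and concentration-effect curves derived after normalization.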
MBNL1 CUG block – qHTS Assay for Inhibitors of MBNL1-poly(CUG) RNA binding; TR-FRET MBNL1-His/biotin-(CUG)12 binding, 665/545 ratio; Potency, µM (top dose mostly 57.5 µM), for inactives: at the highest dose activity change, negative = inhibition, hits mostly inhibitors; 280,000 compounds, 0.036% hits; active = well fitted inhibition curve with a large enough effect in the signal ratio, with a control signal flat, not every such curve was filed as active; inconclusive = small, poorly fitted or top-dose-only effect, or effect the other way, or a change in a side signal; inactive = no such curve, though single readings can be large or run the other way; the % refers to the signal ratio; also: % is scaled to controls: 0 for no effect and ±100 for the full control effect
Target sequence (Q9NR56 whole entry, looked up): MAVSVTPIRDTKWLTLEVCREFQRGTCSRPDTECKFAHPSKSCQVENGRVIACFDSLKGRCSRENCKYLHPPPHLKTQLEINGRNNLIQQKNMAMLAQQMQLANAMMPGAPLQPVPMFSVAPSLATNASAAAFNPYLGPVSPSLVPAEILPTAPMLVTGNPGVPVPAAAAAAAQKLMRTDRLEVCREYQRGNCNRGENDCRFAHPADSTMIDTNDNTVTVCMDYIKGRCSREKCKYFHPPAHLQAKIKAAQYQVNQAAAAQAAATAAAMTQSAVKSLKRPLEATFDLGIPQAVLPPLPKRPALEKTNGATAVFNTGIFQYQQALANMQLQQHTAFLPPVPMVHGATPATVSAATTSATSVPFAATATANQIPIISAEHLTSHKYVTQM
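Compounds (final 92 nM to 58 uM) are added to His-tagged MBNL1 and biotin-(CUG)12, then terbium anti-His antibody and streptavidin-XL665 (5 nM final). After 60 min at room temperature, the 665/545 nm ratio is read.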
uPA surface inh – qHTS for Inhibitors of Cell Surface uPA Generation; 330,000 compounds, 0.31% hits; AID 540303, 2011; cell surface uPA generation assay, qHTS; Potency, µM (doses to about 38.3 µM), for inactives: top-dose activity change, negative = inhibition, hits mostly inhibitors; active = well fitted inhibition curve with a large enough effect; inconclusive = small, poorly fitted or top-dose-only effect; inactive = no such curve, though single readings can be large or run the other way; tested in mouse RAW 264.7 cells; also: % is scaled to controls: 0 for no effect and ±100 for the full control effect; nearly all actives have a fitted effect of over 55% in size
Numbers without * were called inactive; u = inconclusive; x = no result given; & = joins results of further samples; [ ] = dose if it differs, or a comment. Unless noted, calls follow the shape of the dose curve; as a rule, active = well fitted curve in the direction sought with a large enough effect; inconclusive = small, poorly fitted or top-dose-only effect, or another doubt; inactive = no such curve, though single readings can be large; an effect the other way counts as inactive or inconclusive. Potency is read from the fitted curve at half-maximal effect. The list is partial; count on the stated rates, not on these rows.

SMILES	CXXC DNA block	Rab9 promoter act	FLuc modulator	VP16 counter	ELG1 genotoxic	RORg inh	NPC1 prom act	p53 reactivation	BRCA1 expr up	MBNL1 CUG block	uPA surface inh
O=C(CCC(=O)Nc1cccc([N+](=O)[O-])c1)N/N=C/c1cccs1	-4%	-2%	-8%	-12%	2%	20%	-2%	1%	-4%	u	11%
C=CCn1c(=O)c2ccc(C(=O)NCc3ccccc3)cc2n(Cc2ccccc2Cl)c1=O	1%	0%	3%	-2%	u	11%	-1%	-1%	-34%	x	2%
Cc1ccc2nc(NC(=O)CN3CCN(c4ccccn4)CC3)sc2c1	3%	-2%	-9%	4%	-10%	5%	1%	1%	-22%	3%	1%
Cc1cccc(N2CCN(C(=O)COc3ccc4c(c3)CCC4)CC2)c1C	11%	-3%	0%	u	-1%	u	-1%	2%	-7%	-22%	5%
CCOC(=O)c1cnn2c(C(F)(F)F)cc(-c3cn(C)nc3C)nc12	-9%	-2%	4%	-2%	-2%	-25%	0%	-5%	11%	12%	-9%
CC1CCCCC1NC(=O)c1cc2ccccc2o1 (configuration not stated)	2%	12%	u	17%	0%	27%	11%	25%	28%	x	0%
O=C(NCc1ccccc1Cl)c1cccc(C(F)(F)F)c1	16%	-3%	-5%	12%	1%	u	-1%	6%	-1%	-7%	-6%
CC1CCCC(NC(=O)c2ccc3c(c2)OCO3)C1C (configuration not stated)	x	3.5µM*	12µM*	x	18µM*	x	u	26%	3.5µM*	x	-3%
O=C1N/C(=C/c2cccs2)C(=O)N1Cc1ccc(Br)cc1	2%	1%	-2%	-7%	5%	2%	-1%	3%	-28%	-18%	-9%
CCCCCN(C(=O)CCC(=O)OCc1ccc(C(C)C)cc1)c1c(N)n(CCCC)c(=O)[nH]c1=O	x	-1%	-9%	x	1%	x	0%	6%	-66%[inhibitor]	x	-3%
CC(C)NC(=O)CC(=O)N/N=C/c1ccccc1F	-2%	-1%	0%	-1%	0%	-2%	-4%	1%	-21%	3%	4%
Cc1ccc([N+](=O)[O-])cc1NC(=O)CNC1CCCCC1	-5%	0%	-2%	3%	1%	10%	-1%	1%	-2%	22%	-3%
COc1ccc(CN(C)C(=O)CCN=C2NS(=O)(=O)c3ccccc32)c(OC)c1	x	-1%	1%	x	-4%	x	1%	-4%	-4%	x	-5%
COc1ccc(C(=O)Nc2ccc(C(=O)NCCc3ccc(OC)c(OC)c3)cc2)cc1	1%	-1%	1%	-12%	u	-34%	-4%	2%	-3%	1%	-9%
O=C(CN1C(=O)CCSc2ccccc21)Nc1cccc(F)c1	4%	5%	7%	3%	1%	36%	1%	0%	2%	1%	x
Cn1c(=O)c2sccc2n2c(CCCC(=O)Nc3ccccc3)nnc12	6%	-2%	0%	-7%	-1%	2%	-9%	4%	2%	2%	-6%
O=C(CN1C(=O)C2CCCCC2C1=O)OCC(=O)c1ccc(F)cc1 (configuration not stated)	x	-2%	-2%	x	-4%	x	5%	16%	5%	x	5%
O=C(Nc1ccccc1)c1nnsc1S(=O)c1ccc(Cl)cc1 (configuration not stated)	27%	-5%	u	4.5µM*	13%	16µM*	u	-30%	23%	3%	-11%
COc1cccc(/C=N/NC(=O)c2ccc(CN3c4cccc5cccc(c45)S3(=O)=O)cc2)c1	2%	0%	3%	0%	2%	-23%	-4%	-8%	-8%	x	3%
CC1CCCC(C)N1CCCNC(=O)CCn1c(=O)c2cccn2c2cccnc21 (configuration not stated)	-10%	3%	-1%	-4%	0%[9.26 µM]	-5%	-5%	-2%	6%	-4%	7%
Cc1ccc(C)c(S(=O)(=O)N2CCN(C(=O)c3ccc4ccccc4n3)CC2)c1	x	-5%	4%	x	-2%	x	-5%	-14%	-17%	x	-7%
COc1ccc(OCCSc2nc3ccccc3n2CCC(=O)O)cc1	-18%	-3%	-19%	-10%	0%	19%[1.91 µM]	-6%	x	-2%	2%	2%
CS(=O)(=O)N(CC(=O)Nc1ccc2c(c1)OCO2)Cc1ccc(Cl)cc1	-4%	11%	2%	0%	1%	3%	8%	-2%	-6%	-5%	1%
COc1ccccc1C(C)NC(=O)c1ccccc1SCC(=O)N1CCCC1 (configuration not stated)	x	-6%	3%	x	-6%	x	-1%	2%	-10%	x	7%
CCC(C)(C)C1CCC2(CC1)NC(=O)N(CC(=O)NCCCc1ccccc1)C2=O (configuration not stated)	x	2%	-1%	x	-6%	x	-2%	-2%	-26%	x	u
CCN(CC(=O)Nc1ccc(Cl)c(S(=O)(=O)N(C)C)c1)Cc1nc2ccccc2c(=O)[nH]1	0%	3%	2%	1%	-8%	13µM*	-4%	2%	8%	4%	0%
CCOC(=O)Cn1nnc(-c2ccc(SC)cc2)n1	4%	-3%	12µM*	14%	3%	-4%	-2%	-11%	0%	-1%	-1%
O=C(N/N=C1\CCS(=O)(=O)c2ccc(F)cc21)c1ccc(O)cc1	-10%	1%	u	-2%	-1%	0%	5%	-1%	-1%	u	7%
CCC1(c2ccccc2)NC(=O)N(CC(=O)NCc2ccccc2OC)C1=O (configuration not stated)	-4%	-1%	-1%	14%	0%	1%	-1%	0%	-8%	-5%	2%
COc1ccc(Cn2c(C3CC3)nc3ccc(NC(=O)c4cccnc4)cc3c2=O)cc1	23%	u	u	2%	-2%	19%	-2%	12%	66%	3%	-1%
Cc1c(NC(=O)CCSc2ccc(Cl)cc2)c(=O)n(-c2ccccc2)n1C	11%	8%	9%	-12%	-8%	10%	-7%	0%	-30%	6%	2%
Cc1ccc(Cn2ccc(C3CC3)n2)cc1	-2%	u	17µM*	0%	24%	-39%	u	11%	u	-1%	-5%
CC(=O)Nc1ccc(NC(=O)C(C)OC(=O)C2CC3C=CC2C3)cc1 (configuration not stated)	1%	-5%	0%	-7%	0%	18%	-5%	2%	20%	-2%	4%
COc1cccc2cc(C(=O)C3=C(O)C(=O)N(c4cc(C)on4)C3c3cccs3)oc12 (configuration not stated)	u	12%	u	-12%	-2%	u	-3%	-3%	-41%	64%[activator]	5%
COC1=C(Nc2ccc(OC)cc2)C(=O)c2ccccc2C1=O	16%	u	19µM*	-3%	4%	5%	28%	u	-46%	u	-4%
O=C1Nc2ccccc2N(O)N1c1ccc(S(=O)(=O)Nc2ccccn2)cc1	4%	-6%	-2%	8%	-4%	5%	2%	-4%	6%	1%	14%
CC1CCCN(C(=O)CSc2cnc3ccccc3n2)C1 (configuration not stated)	2%	u	u	-1%	u	-1%	u	29%	11µM*	31%[activator]	x
Cc1ccc(NC(=O)/C(=C/c2ccncc2)NC(=O)c2ccccc2)cc1	12%	-4%	7%	u	0%	-4%	-1%	-6%	-23%	-5%	2%
Cc1cc(=O)oc2c(C)c(OC(C)C(=O)Nc3ccc(N4CCC(C)CC4)cc3)ccc12 (configuration not stated)	3%	-7%	-1%	-6%	-1%	19%	-9%	-6%	11%	1%	2%
CCOc1ccc(NC2=NC(C)(C)N=C(N)N2)cc1	1%	-3%	0%	0%	3%	20%	10%	-6%	-14%	-6%	-7%
Cc1ccc(N2C(=O)CC(C)CC2=O)cc1	7%	0%	-2%	1%	0%	-22%	0%	-1%	16%	-6%	6%
O=c1[nH]c(SCC2CCCCO2)nc2ccccc12 (configuration not stated)	-1%	u	u	22%	u	39%	20%	20%	81%	2%	x
COc1ccc(-n2cnc3cc(C(=O)NC4CCCC4)ccc32)cc1	-2%	-6%	-2%&-7%	-9%	12%	22%	0%	1%	12%	-12%	1%
C=CCOC(=O)/C(=C\c1ccccc1)NC(=O)c1ccc(C)cc1	14%	u	u	-8%[10 µM]	u	11%	19%	20%	u	11%	-20%
Cc1cc(NC(=O)c2ccc3c(c2)C(=O)N(Cc2ccccc2)C3=O)no1	0%	0%	0%	-2%	-17%	5%	0%	-1%	-4%	12%	-3%

Look-ups from the results shown:
For p53 reactivation, Cc1c(NC(=O)CCSc2ccc(Cl)cc2)c(=O)n(-c2ccccc2)n1C has the entry 0%
For FLuc modulator, Cc1ccc(C)c(S(=O)(=O)N2CCN(C(=O)c3ccc4ccccc4n3)CC2)c1 has the entry 4%
